MLLE-PAM2 inh – blocks PAM2 peptide binding to the PABP1 MLLE domain; P11940; GST-MLLE / FITC-PAM2 fluorescence polarization; inhibition, % at 20 µM; 360,000 tested, 0.36% active; in the data active = inhibition above about 35%, passing the limit was not always enough;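 note: plate controls were DMSO wells with GST-MLLE for no effect and wells lacking GST-MLLE protein for full effect; some results filed as inactive read as strong as hits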
Target sequence (P11940 whole entry, looked up, the tested form may be a part): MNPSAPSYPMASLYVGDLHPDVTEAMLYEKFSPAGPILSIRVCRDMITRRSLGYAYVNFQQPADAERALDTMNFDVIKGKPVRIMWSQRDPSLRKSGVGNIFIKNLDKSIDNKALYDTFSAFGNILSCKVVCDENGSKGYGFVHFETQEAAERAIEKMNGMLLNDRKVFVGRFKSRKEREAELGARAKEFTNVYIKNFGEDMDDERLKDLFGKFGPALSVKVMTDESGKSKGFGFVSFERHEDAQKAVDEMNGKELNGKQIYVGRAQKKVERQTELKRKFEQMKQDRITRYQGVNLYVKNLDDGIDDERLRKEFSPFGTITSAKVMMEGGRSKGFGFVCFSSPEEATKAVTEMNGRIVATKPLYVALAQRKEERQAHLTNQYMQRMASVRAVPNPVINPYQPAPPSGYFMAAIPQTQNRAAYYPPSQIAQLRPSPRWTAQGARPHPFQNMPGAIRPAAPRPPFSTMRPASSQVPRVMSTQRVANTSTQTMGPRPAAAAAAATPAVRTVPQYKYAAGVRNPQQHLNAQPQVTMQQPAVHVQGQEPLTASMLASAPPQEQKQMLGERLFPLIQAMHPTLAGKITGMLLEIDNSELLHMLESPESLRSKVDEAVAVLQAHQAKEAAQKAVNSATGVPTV
SUMO1-SIM PPI – alters human SUMO1 binding to SIM partners; 360,000 tested, 0.33% active; SUMO1 binding to a labelled peptide, TR-FRET, 1 h; P63165; inhibition, % at 20 µM; in the data active = inhibition above about 37%
Target sequence (P63165 whole entry, looked up): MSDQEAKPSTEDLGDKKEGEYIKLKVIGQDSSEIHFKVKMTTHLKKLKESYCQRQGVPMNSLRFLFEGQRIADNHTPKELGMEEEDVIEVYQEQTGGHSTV
Rpn11 block – Rpn11 (human) deubiquitinase inhibition | O00487 | human 26S proteasome, Ub4-pepOG fluorescence polarization; 20S core pre-blocked with epoxomicin | AID 588493 | calls only at 20 µM | 360,000 tested, 0.59% active;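 active = inhibition at 20 µM, scaled to each plate's controls, above about 33%, limit read from the data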
Target sequence (O00487 whole entry, looked up): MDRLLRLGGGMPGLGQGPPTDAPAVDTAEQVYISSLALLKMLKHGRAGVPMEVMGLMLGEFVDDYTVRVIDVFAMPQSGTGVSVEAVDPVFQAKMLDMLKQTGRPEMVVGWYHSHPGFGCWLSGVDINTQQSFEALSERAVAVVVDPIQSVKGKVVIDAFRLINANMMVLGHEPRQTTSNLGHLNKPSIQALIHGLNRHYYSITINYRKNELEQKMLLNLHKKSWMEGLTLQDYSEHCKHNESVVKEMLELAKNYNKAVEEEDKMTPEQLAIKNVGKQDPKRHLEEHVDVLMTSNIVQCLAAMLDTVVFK
DNMT1 block – blocks human DNA methyltransferase DNMT1; P26358; DNMT1 molecular beacon, Hinp1I cleavage, fluorescence; inhibition (reported as % activation of signal), % at 10 µM; 360,000 tested, 0.83% active; in the data active = inhibition above about 50%
NadD inh – blocks S. aureus nicotinate mononucleotide adenylyltransferase | purified NadD enzyme, colorimetric absorbance read-out | inhibition, % at 20 µM | 360,000 tested, 0.78% active; in the data active = inhibition above about 26%; note: some compounds past the cut are filed as inactive
CSN deneddyl inh – inhibitors of human CSN-mediated cullin deneddylation; Q92905; Purified CSN, SCF-Nedd8-OG deneddylation, fluorescence polarization; inhibition, % at 12.5 µM; 360,000 tested, 0.38% active;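 active = pattern-corrected inhibition above about 35%, with an unprinted fluorescence ratio check between 0.5 and 1.5, limit read from the data, passing the limit was not always enough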;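 note: 0% = enzyme with substrate and 100% = substrate without enzyme; some results filed as inactive read as strong as hits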
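Detection – fluorescence polarization · System – HEK293T-derived human Csn5 enzyme · Controls – substrate-only high control, full reaction low control · Timing – 90 min, room temperature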
TbMetRS inhib – Trypanosoma brucei MetRS inhibition; AID 624268; purified T. brucei MetRS, ATP depletion, Kinase-Glo luminescence; inhibition, % at 11.9 µM; 360,000 tested, 0.4% active;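 active = inhibition above a per-plate cutoff of the control wells' mean inhibition plus 3 SD, cut at about 5.5% in these data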;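 note: 0% = DMSO wells median and 100% = median of wells with control inhibitor compound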
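Material: T. brucei methionyl-tRNA synthetase, purified; reagent: substrates ATP, L-methionine and bulk Escherichia coli tRNA; dosing: 11.9 µM single point; timing: 15 min plus 2 h at 25 °C; detection: luminescence of leftover ATP; evaluation: % inhibition; control set: DMSO-only wells as low control; replicates: singlicate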
Scp-1 inhibitor – blocks human Scp-1 phosphatase activity; 340,000 tested, 0.88% active; inhibition, % at 20 µM; Recombinant Scp1, phosphopeptide, malachite green phosphate absorbance;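 active = inhibition above about 50% at 20 µM, limit read from the data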;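 note: plate controls were DMSO wells with enzyme for no effect and wells lacking enzyme for full effect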
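Test system: SCP-1 phosphatase catalytic domain, residues 76-261; measured by: colorimetric phosphate reagent with accelerator and stabiliser, absorbance at 630 nm; timing: enzyme reaction 45 min at room temperature, colour 5 min, stabilisation 30 min; also added: Phosphorylated 17-residue peptide substrate; compound dosing: one concentration, 20 µM, with 1.0% DMSO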
LMPTP block – blocks human LMPTP phosphatase | 360,000 tested, 0.22% active | recombinant LMPTP-A, OMFP fluorogenic substrate, fluorescence intensity | P24666 | inhibition, % at 20 µM;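 active = compounds that cut the enzyme signal by at least half of the control window in the single-dose screen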;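 note: plate controls were DMSO wells with enzyme plus substrate for no effect and substrate without enzyme for full effect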
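Assay system: LMPTP-A enzyme. Input: 0.625 nM LMPTP-A final. Probe or stimulus: 400 µM OMFP. Compound dosing: single 20 µM dose. Schedule: 50 min dark incubation at room temperature. Detection: fluorescence intensity of OMFP turnover product. Read-out: percent inhibition versus substrate-only and uninhibited controls. Benchmarks: no-enzyme low control, uninhibited high control.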
STEP block – STEP (human) phosphatase inhibition; P54829; recombinant STEP, OMFP fluorogenic substrate, fluorescence; inhibition, % at 20 µM; 360,000 tested, 0.25% active;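 active = inhibition at 20 µM, scaled per plate between control wells, above about 37%, limit read from the data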;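 note: 0% = DMSO with enzyme and substrate and 100% = substrate only without enzyme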
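Material: STEP (striatal-enriched tyrosine phosphatase) enzyme, cell-free; Compound dosing: 20 µM single dose in 1% DMSO; Technique: fluorescence read at 480 nm ex / 540 nm em; Times: reaction 20 min, ambient temperature; Medium: 50 mM Bis-Tris pH 6.0 with 2.5 mM DTT and 0.005% Tween 20; Also added: OMFP at 25 µM.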
Active calls of the source: *; i = inactive; . = no result given; + = active, no number. Outcome played no part in choosing rows; overall some 3.6% were active at least once.

SMILES	MLLE-PAM2 inh	SUMO1-SIM PPI	Rpn11 block	DNMT1 block	NadD inh	CSN deneddyl inh	TbMetRS inhib	Scp-1 inhibitor	LMPTP block	STEP block
Cc1ccc(Cl)cc1NS(=O)(=O)c1ccc(-n2cccn2)cc1	3	3	i	-2	7	2	0.2	-10	-0.5	-1
CC(=O)c1ccc(NC(=O)Oc2ccccc2)cc1	7	1	i	1	-5	1	-0.5	-10	-0.9	0
COc1cccc(C(C)(O)c2nc(/C=C/c3ccccc3)cs2)c1 (stereo not given)	-10	-9	i	0	-4	-5	-0.1	.	4.1	0
CCc1ccccc1NC(=O)CCc1c(C)nc(SC)nc1C	-22	4	i	1	-5	0	-0.5	8	-0.2	-2
Cc1nc2ccccc2c(=O)n1NC(=O)c1cc(Br)ccc1Cl	-1	2	i	1	-6	0	-0.8	-7	-0.5	8
COCCNC(=O)CC(=O)N/N=C/c1cccc(C(=O)OC)c1	-6	-7	i	-5	-2	-2	0.4	-5	0.6	16
c1ccc(Cn2cc(-c3ccccc3)cn2)cc1	-14	2	i	0	-3	-6	-0.2	0	-0.4	1
CN(CCc1ccccn1)C(=O)CCC1CCCN(C(=O)c2cscn2)C1 (stereo not given)	-7	-1	i	-5	-4	-3	-0.2	1	-0.2	-2
O=C(/C=C/c1ccccc1)Nc1cccnc1Cl	5	-16	i	3	5	2	0.7	-10	-0.7	0
COc1ccc(C(CNC(=O)c2ccc(OCC3CCCO3)cc2)N2CCOCC2)cc1 (stereo not given)	-5	0	i	-2	12	-1	-0.6	0	-1.3	-1
CCOc1ccccc1NC(=O)N1CCC(C(=O)c2ccc(F)cc2)CC1	10	-1	i	2	0	2	0.0	-11	0.4	-4
CCCC(=O)N1CCC1(C)C(=O)NCc1ccc(SC)cc1 (stereo not given)	4	2	i	6	-2	4	0.4	.	-1.6	0
CCN(CC)CCNC(=O)c1sc2nc(-c3ccccc3)cn2c1C	-1	2	i	-3	-5	3	-0.2	-7	0.1	1
O=C(Nc1ccc(Nc2ccccc2)cc1)c1ccc(Cl)cc1[N+](=O)[O-]	-10	-6	i	-7	-11	0	0.3	-15	1.5	0
O=C(Nc1ccc(F)cc1)C(c1cc2ccccc2o1)N1CCN(CC(=O)N2CCCC2)CC1 (stereo not given)	.	2	.	.	.	-7	-0.2	.	-1.1	.
CCOC(=O)c1cc2occc2n1CC(=O)N1CCCc2ccccc21	15	-1	i	1	-1	3	-0.2	-1	0.5	1
COc1cc(/C=N/NC(=O)C2c3ccccc3Oc3ccccc32)ccc1O	-27	-2	i	-10	3	-2	-1.0	-4	0.7	-3
COCCNc1nc2c(S(=O)(=O)c3cc(C)ccc3C)nnn2c2ccccc12	5	17	i	-2	4	1	-1.2	-6	-0.5	-4
CCOC(=O)CCc1cccc2c1CCC2=O	9	-4	i	-1	2	1	0.2	3	-0.8	0
N#Cc1ccccc1S(=O)(=O)N1CCC(C(=O)NCc2ccccc2CN2CCCC2)CC1	10	-5	i	-4	2	-1	-0.4	-3	2.7	1
CCC(C)Sc1nc2c(c(=O)[nH]c(=O)n2C)n1C (stereo not given)	5	1	i	0	-1	1	0.0	-14	-1.0	0
COc1ccc(OC)c(/C=C/C(=O)N(C)CC(=O)Nc2cc(C)ccc2C)c1	-21	-11	i	0	-2	4	0.2	31	-0.4	0
COC(=O)c1c(/N=C/NOCc2ccc(Cl)cc2)sc2c1CCN(c1ncc(C(F)(F)F)cc1Cl)C2	-16	1	i	8	-1	37*	-0.4	-12	1.2	6
CC(=O)Nc1ccc(CNC(=O)C[N+]2(C)CCOCC2)cc1	0	3	i	0	-4	2	-0.3	-11	-0.3	2

An excerpt from above in order of molar mass, lowest first:
SMILES	MLLE-PAM2 inh	SUMO1-SIM PPI	Rpn11 block	DNMT1 block	NadD inh	CSN deneddyl inh	TbMetRS inhib	Scp-1 inhibitor	LMPTP block	STEP block
CC(=O)c1ccc(NC(=O)Oc2ccccc2)cc1	7	1	i	1	-5	1	-0.5	-10	-0.9	0
O=C(/C=C/c1ccccc1)Nc1cccnc1Cl	5	-16	i	3	5	2	0.7	-10	-0.7	0
CCN(CC)CCNC(=O)c1sc2nc(-c3ccccc3)cn2c1C	-1	2	i	-3	-5	3	-0.2	-7	0.1	1
CCOc1ccccc1NC(=O)N1CCC(C(=O)c2ccc(F)cc2)CC1	10	-1	i	2	0	2	0.0	-11	0.4	-4

Additional entries follow.
SMILES	MLLE-PAM2 inh	SUMO1-SIM PPI	Rpn11 block	DNMT1 block	NadD inh	CSN deneddyl inh	TbMetRS inhib	Scp-1 inhibitor	LMPTP block	STEP block
O=c1ccc(-c2ccc(S(=O)(=O)NCC3CCN(Cc4ccccc4F)CC3)s2)n[nH]1	3	2	i	-4	14	-2	-0.6	-3	28	-2
COc1ccccc1NC(=O)C1=C(C)NC2=C(C(=O)CCC2)C1c1ccc2c(c1)OCO2 (stereo not given)	0	3	i	-1	5	3	-0.2	-5	0.1	0
Cc1cn([C@H]2C[C@H](O)[C@@H](/C=C/C(=O)NCCc3ccc4c(c3)OCO4)O2)c(=O)[nH]c1=O	-9	-1	i	7	-1	1	0.3	.	-0.8	10
CCCc1cc(C(=O)N2CCCC(N3CCN(c4ccccc4C)CC3)C2)n(C)n1 (stereo not given)	1	-4	i	0	-6	0	0.2	-9	-1.4	0
CS(=O)(=O)N1CCN(c2ccc([N+](=O)[O-])c(NCc3ccc(Cl)cc3)c2)CC1	-23	-2	+	27	-3	76*	-1.2	4	2.4	5
O=C(O)CCC(=O)c1c[nH]c2ccccc12	6	0	i	4	-2	4	1.3	-8	0.1	-1
Cc1nc(CNC(=O)CC2C(=O)NCCN2Cc2ccoc2)nc2c1CCCC2 (stereo not given)	-20	-3	i	2	3	-5	-0.6	-7	-2.7	0
CCOC(=O)C1=C(c2cccc(Oc3ccccc3)c2)NC(=S)NC1C (stereo not given)	-123	3	i	-2	4	-2	-0.3	-8	0.1	5
Cc1oc(-c2cccc(C(F)(F)F)c2)nc1CN1CCC[C@H]1CO	-1	-1	i	-2	-3	1	0.3	1	1.8	0
COc1ccccc1C(CC(=O)c1ccccc1)CC(=O)c1ccccc1	1	5	i	4	-3	-6	-0.7	-12	2.4	0
CCN1CCN(C(=O)CN(C)S(=O)(=O)c2ccc3ccccc3c2)CC1	1	-3	i	-1	-2	-9	0.5	-1	-0.2	0
O=C(Nc1ccon1)c1nc[nH]c1C(=O)NCc1ccccc1	9	10	i	-4	1	-2	0.4	-6	-0.6	-2
CCNC(=O)C1(C)CCN1CCS(=O)(=O)c1ccc(C)cc1 (stereo not given)	1	6	i	3	3	-3	0.0	.	-1.6	-3
COc1ccc(C(=O)CSc2cc(C)[nH]c(=O)n2)cc1	-19	-16	i	4	2	6	-0.3	36	3.5	2
O=C(Cc1cccc(F)c1F)NC1CCCN(Cc2ccc(Cl)cc2)C1 (stereo not given)	-7	1	i	-6	-6	-3	-0.1	21	-0.7	0
CCOC(=O)CSc1nc2ccc(N)cc2s1	8	0	i	-9	-2	-5	-0.4	0	-1.7	-5
O=C(CCn1c(SCC(=O)c2ccccc2)nc2ccccc2c1=O)NCc1ccc(F)cc1	7	-1	i	34	2	-6	-0.9	-5	-0.2	4
CCOC(=O)c1cc(C(=O)c2cc(Cl)ccc2O)coc1=N	-19	-1	i	-7	0	-4	0.6	-8	0.7	-1
CCN(CC)S(=O)(=O)c1ccc2oc(C(=O)O)c(C)c2c1	8	2	i	-2	-5	4	0.0	-2	-2.3	-16
Cc1cccc(OCCCC(=O)N2CCCc3ccccc32)c1C	-7	0	i	5	-7	3	-0.4	-6	2.8	-8
CCCC(=O)N1N=C(c2ccccc2)CC1c1cn(C)c2ccccc12 (stereo not given)	4	-7	i	-10	-5	1	-1.1	-10	4.0	5
CCOC(=O)C1CCN(C(=O)c2cccc(Cl)c2)CC1	-13	5	i	-2	-4	-3	-0.2	6	-0.8	1
CCC(C)C1NC(=S)N(Cc2ccccc2)C1=O (stereo not given)	-21	2	i	1	-1	2	-2.1	-8	0.1	-2
COc1cc(/C=N/N2CCOCC2)ccc1OCc1ccc(Cl)cc1	-1	-5	i	-2	-7	-2	-0.3	-9	-0.9	-1
CCn1c(=O)c(C(=O)CC#N)c(N)n(Cc2ccccc2)c1=O	-3	2	i	-1	2	-1	0.1	-4	-2.2	0
COC(=O)c1ccc(/C=N\NC(=O)c2c(C)nc3ccc(Cl)cn23)cc1	0	1	i	3	-2	-2	-1.6	-1	-1.7	-1
Cc1ccc(-n2c(C)cc(/C=N/NC(=O)Cn3c4ccccc4c(=O)c4ccccc43)c2C)cc1	-14	-2	i	-17	37*	4	-0.3	-5	2.1	0
Cc1ccc(NC2=NCCC2)cc1Cl	6	3	i	1	3	10	-0.3	1	-0.4	6
CCCN1/C(=C(\C#N)C2=NS(=O)(=O)c3ccccc32)N(C)c2ccccc21	-7	0	i	-5	0	-2	-0.3	-4	-0.3	3
CCOC(=O)C1(C(=O)OCC)CC1c1ccccc1 (stereo not given)	5	0	i	1	-1	-6	-1.2	-1	0.3	3
CC(C)CNC(=O)C(=O)NCc1ccccc1	-2	-2	i	7	2	4	-0.7	-1	-1.5	-3
CN(C)S(=O)(=O)NCC1CCCN(Cc2cc3ccccc3s2)C1 (stereo not given)	-3	2	i	0	-4	3	0.2	-2	-1.9	-2
COc1ccc(NC(=O)N2CCc3ccccc3C2)cc1OC	-5	0	i	10	-8	-5	-0.6	-15	0.2	3
O=C(CSC1=NCCS1)NC(c1ccccc1)c1ccccc1	24	3	i	0	2	-5	-0.1	-5	-2.1	-5
COc1cc(CO)ccc1OCc1ccc(Cl)nc1	7	0	i	-2	-6	4	-0.6	-11	-2.1	-1
COc1ccccc1C(CNC(=O)c1cccc(S(=O)(=O)Nc2ccc(F)cc2)c1)N(C)C (stereo not given)	-4	-3	i	-1	-5	2	-0.6	-5	-0.9	-5
CCOc1ccc(NC(=O)c2cc(C3CC3)nc3c2cnn3C(C)C)cc1OC	-119	1	i	-2	1	-3	-0.3	-1	0.3	4
O=C1CC(NC(=O)c2ccc(Cl)cc2)C(=O)N1 (stereo not given)	2	2	i	4	-5	-1	-0.5	-13	4.5	6

Bioassay records: PubChem, several laboratories
